NCOA3 inh: inhibits human SRC3 coactivator. HEK293 GAL4-SRC3 luciferase reporter, luminescence. inhibition, % at 3.6 µM. 0.17% of 360,000 active;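 active = inhibition above a per-campaign cutoff, the mean of all compounds plus 3 SD, cut at about 60% in these data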;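 also: 0% = DMSO-treated cells and 100% = gossypol-treated cells at 36 µM; higher means less SRC3-driven luciferase light from the GAL4 reporter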
TLR9-MyD88 inh: inhibitors of human TLR9-MyD88 binding; Q9NR96+Q99836; CHO BLA complementation TLR9-MyD88, CCF4 FRET ratio; inhibition, % at 4.98 µM; 0.21% of 340,000 active; AID 504734;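 active = inhibition above the mean over all tested compounds plus 3 SD, cut at about 21% in these data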;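 also: 0% = DMSO only wells and 100% = clavulanate BLA inhibitor control wells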
SRC2 inh: human SRC2 (NCOA2) inhibition; Q15596; HEK293 GAL4-SRC2 luciferase reporter, luminescence; inhibition, % at 9 µM; 0.17% of 370,000 active;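 active = inhibition above the mean inhibition of all tested compounds plus 3 SD, set per campaign, cut at about 52% in these data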;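 also: 0% = DMSO treated cells and 100% = cells given Gossypol at 36 µM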
NCOA1 inh: human NCOA1 inhibition; HEK293 GAL4-SRC1 luciferase reporter, luminescence; inhibition, % at 3.6 µM; 0.12% of 360,000 active; AID 588354;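 active = inhibition above the campaign mean plus 3 SD, with each screening campaign given its own cutoff, cut at about 60% in these data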;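 also: 0% = DMSO treated cells and 100% = gossypol at 36 µM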
NOD2 RIPK2 PPI: NOD2-RIPK2 protein interaction inhibition | O43353 | CHO BLA complementation NOD2-RIPK2, CCF4 ratio | inhibition, % at 4.98 µM | 0.38% of 360,000 active; in the data active = inhibition above about 21%;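 also: 0% = vehicle only and 100% = reference blocker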
MC4R antag cAMP: antagonists of human melanocortin 4 receptor (MC4R). P32245. MC4R-expressing cells, MTII-stimulated cAMP, LANCE TR-FRET. inhibition, % at 6.5 µM. 0.48% of 360,000 active. AID 540295;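 active = inhibition above its plate's cutoff, the mean of tested wells on that plate plus 3 SD, cut at about 29% in these data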;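 also: 0% = Melanotan II alone and 100% = Melanotan II plus saturating MCL0020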
Target sequence (P32245 whole entry, looked up): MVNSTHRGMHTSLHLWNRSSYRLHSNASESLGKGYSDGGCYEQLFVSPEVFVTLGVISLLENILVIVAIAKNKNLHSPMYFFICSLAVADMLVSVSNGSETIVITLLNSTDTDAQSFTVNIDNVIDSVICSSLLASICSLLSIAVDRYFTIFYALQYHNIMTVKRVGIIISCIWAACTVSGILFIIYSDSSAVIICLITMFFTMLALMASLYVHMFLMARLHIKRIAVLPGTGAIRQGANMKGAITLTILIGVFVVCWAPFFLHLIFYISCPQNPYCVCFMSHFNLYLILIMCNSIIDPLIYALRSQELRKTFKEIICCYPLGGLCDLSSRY
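Assay system: U2OS-MC4R stable cell line; Also added: Melanotan II; Technique: Eu-cAMP/anti-cAMP TR-FRET, emission 671 nm; Times: 30-min compound, 1-h challenge, 1-h detection, room temperature.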
MC4R ag barr: human MC4R agonism via beta-arrestin. U2OS MC4R beta-arrestin complementation, luminescence; percent of melanotan II response, DMSO zero. activation, % at 8.9 µM. 0.98% of 360,000 active. P32245. AID 540308;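 active = activation above a per-plate cutoff, the mean activation of sample wells on that plate plus 3 SD, cut at about 8% in these data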
LRH-1 inv ag: inverse agonists of human LRH-1 (NR5A2) | 0.13% of 360,000 active | HEK293T StAR-luciferase reporter, LRH-1 transfected, 24 h | inhibition, % at 3.6 µM;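 active = inhibition above the mean inhibition of all tested compounds plus 3 SD, cut at about 73% in these data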;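 also: 0% = DMSO wells and 100% = reporter-only cells lacking LRH-1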
Target sequence (O00482 whole entry, looked up): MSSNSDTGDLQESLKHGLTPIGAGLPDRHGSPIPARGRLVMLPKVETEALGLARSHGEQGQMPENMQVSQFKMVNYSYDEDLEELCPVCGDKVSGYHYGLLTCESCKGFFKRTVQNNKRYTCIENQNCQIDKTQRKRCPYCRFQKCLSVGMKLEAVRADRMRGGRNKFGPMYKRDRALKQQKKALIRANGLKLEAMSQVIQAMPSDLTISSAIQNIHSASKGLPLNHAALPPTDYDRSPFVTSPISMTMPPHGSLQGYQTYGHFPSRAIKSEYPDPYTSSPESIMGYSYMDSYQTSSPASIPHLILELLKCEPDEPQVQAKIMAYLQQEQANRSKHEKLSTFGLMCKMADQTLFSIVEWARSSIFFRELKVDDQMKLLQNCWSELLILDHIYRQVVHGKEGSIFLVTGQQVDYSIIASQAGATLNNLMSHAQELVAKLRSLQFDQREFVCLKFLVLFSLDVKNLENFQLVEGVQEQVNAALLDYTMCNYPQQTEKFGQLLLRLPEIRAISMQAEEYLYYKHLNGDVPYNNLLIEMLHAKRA
EBV LMP1 NFkB: Epstein-Barr LMP1 NF-kappaB reporter inhibition | 0.69% of 350,000 active | LMP1-induced NF-kappaB luciferase reporter cells, luminescence | AID 504558 | inhibition, % at 12.5 µM; in the data active = inhibition above about 41%;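 also: 0% = neutral control wells and 100% = reference inhibitor control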
COUP-TFII inh: blocks human COUP-TFII nuclear receptor | P24468 | HEK293T NGFI-A luciferase reporter, luminescence | inhibition, % at 8.6 µM | 0.7% of 370,000 active;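 active = inhibition above a per-plate cutoff, mean inhibition of test wells between control levels plus 3 SD, cut at about 38% in these data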;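 also: cells cotransfected with COUP-TFII expression vector driving the NGFI-A reporter; 0% = median of COUP-TF2 test wells and 100% = reporter-only cells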
ABHD5-PLIN5 inh: blocks binding of human ABHD5 to perilipin-5; Q00G26+Q8WTS1; 0.78% of 360,000 active; AID 602281; inhibition, % at 4 µM; Split G. princeps luciferase complementation, luminescence, 4 h;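 active = inhibition above the mean inhibition across every tested compound plus 3 SD, cut at about 22% in these data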;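 also: 0% = DMSO only wells and the 100% control is not disclosed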
Starred values were filed as active, the others as inactive; . = not tested or not shown.

| mol | TLR9-MyD88 inh | LRH-1 inv ag | SRC2 inh | NCOA3 inh | COUP-TFII inh | ABHD5-PLIN5 inh | MC4R antag cAMP | EBV LMP1 NFkB | MC4R ag barr | NCOA1 inh | NOD2 RIPK2 PPI |
| --- | --- | --- | --- | --- | --- | --- | --- | --- | --- | --- | --- |
| CN(C)c1ccc(C2=NOC(CN3C(=O)c4ccccc4S3(=O)=O)C2)cc1 (stereo unspecified) | 4.2 | -114.2 | -78.0 | -78.6 | -43.6 | 2.5 | 2.0 | -32.5 | 0.4 | -140.2 | 11.3 |
| Cc1ccc(S(=O)(=O)N2CCCC(C(=O)NCC(C)C)C2)cc1 (stereo unspecified) | 3.3 | -2.5 | -16.2 | 0.2 | 10.4 | -4.2 | -1.9 | 0.2 | -2.5 | -19.4 | -3.4 |
| COCCCNC(=S)N/N=C/c1ccccc1O | 9.5 | 2.0 | -28.3 | -21.7 | -13.7 | -1.8 | -10.7 | 10.4 | -0.3 | -42.2 | -1.7 |
| CCN1CCCC1CNC(=O)C(=O)NC (stereo unspecified) | -1.2 | -11.1 | 0.2 | -4.0 | 10.1 | -5.5 | 1.9 | 1.5 | -0.6 | 12.5 | -7.8 |
| COc1ccc(CCNC(=O)C2CCN(C(=O)NC3CCCCC3)CC2)cc1 | 0.6 | 9.9 | -15.1 | -4.6 | -3.3 | -2.4 | -1.9 | 1.6 | -0.2 | -1.7 | -4.5 |
| COc1cccc(NC(=O)[C@H](C)NC(=O)C2CCN(S(=O)(=O)c3ccc(C)cc3)CC2)c1 | -3.8 | -6.9 | -5.4 | 1.4 | -2.0 | -5.0 | -5.3 | -12.3 | -0.2 | 6.3 | -6.6 |
| COc1ccc(C2N3CC4(C)CN2CC(C)(C3)C4=O)cc1OC (stereo unspecified) | 7.9 | -12.4 | 9.1 | 20.7 | -6.2 | 0.9 | 8.6 | -4.4 | 0.1 | -4.6 | -22.7 |
| CC1C(=O)N(Cc2cn(CC3CCCCC3)nn2)CCS(=O)(=O)N1Cc1ccc(-c2ccc(Cl)cc2)cc1 (stereo unspecified) | 1.6 | 24.5 | . | 4.3 | . | 12.4 | 0.1 | -2.7 | 0.1 | 15.0 | 4.6 |
| Cn1c2ccccc2c2cc(/C=N/NC(=O)c3cc(O)cc(O)c3)ccc21 | 9.3 | 6.3 | 5.2 | 0.1 | -2.8 | -11.8 | 5.2 | 28.0 | -4.6 | -11.2 | 6.8 |
| O=C(CN1CCCCC1)N/N=C/c1cccc(Cl)c1 | 0.4 | 3.4 | 1.7 | -1.9 | 2.5 | -5.8 | 8.5 | 1.0 | -0.5 | -4.3 | 2.4 |
| CCOC(=O)c1sc(C)c2c1NC(C)(c1cccs1)NC2=O (stereo unspecified) | 8.2 | 13.9 | 1.3 | 9.4 | 20.5 | -3.9 | 3.1 | 4.8 | 0.5 | 8.5 | 6.0 |
| CCOCc1c(C(=O)N2CCN(CCOc3ccc(Cl)cc3)CC2)oc2ccccc12 | -4.0 | 21.1 | 20.3 | 10.0 | 22.5 | 4.0 | 1.7 | 21.7 | -2.0 | -7.9 | 2.5 |
| O=C(C1CC(=O)N(c2ccccc2)C1)N1CCN(c2ccccc2)CC1 (stereo unspecified) | 1.5 | 0.3 | 9.5 | -9.9 | 0.3 | 4.2 | -2.6 | -0.4 | -3.1 | 7.5 | 5.8 |
| O=C(N/N=C/c1ccccn1)c1cccc(NC(=O)c2ccc(Cl)cc2)c1 | -13.2 | 4.9 | -2.5 | -0.4 | -9.9 | -2.1 | 13.8 | -0.7 | 4.5 | -1.2 | -2.2 |
| O=C(N/N=C/c1cccc(OCC(=O)N2CCCC2)c1)C(=O)Nc1ccccc1F | 7.9 | 6.2 | 7.1 | 14.2 | -3.5 | -6.2 | 5.1 | -7.2 | 0.1 | 10.8 | 16.5 |
| CC(C)CCNC(=O)C1CCN(C(=O)N(C)C)CC1 | -7.7 | 1.0 | -11.3 | 11.2 | -8.7 | -3.2 | 15.2 | -1.9 | -1.1 | 0.4 | -3.5 |
| Fc1cccc(Cl)c1CSc1nnc(CNc2ccccc2)o1 | 4.6 | -42.8 | -29.5 | 5.3 | -3.8 | -1.3 | 9.7 | -14.2 | -2.4 | 0.4 | 7.9 |
| COc1ccc(-c2cc(CN3C(=O)c4ccccc4C3=O)on2)cc1 | 4.8 | 12.0 | 13.9 | 8.0 | -2.4 | 0.8 | 5.7 | -4.8 | 4.7 | -15.0 | -35.0 |
| O=C1C(=O)c2ccc(-c3ccccc3)cc2-c2ccccc21 | 8.3 | -1.7 | 3.5 | -9.7 | -13.7 | -49.1 | -1.9 | 91.1* | 6.1 | -8.5 | -4.8 |
| COc1ccc(CCNC(=O)c2cc(C3CC3)on2)cc1OC | -9.8 | -4.6 | -14.6 | 8.1 | -0.4 | 4.9 | 26.5 | 10.4 | -0.5 | -8.9 | -7.7 |
| O=C(CSc1nc(-c2ccccc2)nc2c1CCCC2)N1CCOCC1 | -5.7 | -4.0 | -8.2 | 1.2 | 12.2 | -0.5 | 4.6 | -1.9 | 0.0 | 10.2 | -7.6 |
| CC1CCN(C(=S)NC2CCCCC2)CC1 | -6.0 | -5.0 | -15.6 | 1.3 | -10.6 | -5.6 | 1.5 | 4.0 | -1.9 | -14.7 | 5.7 |
| O=C(Nc1cccc(F)c1)C1CCN(S(=O)(=O)c2cnc[nH]2)CC1 | -3.9 | 5.5 | 3.5 | -3.8 | -8.6 | -2.8 | 1.5 | -6.1 | -0.7 | -1.9 | 8.7 |
| COc1ccc(OCC(=O)Nc2ccc(N3CCOCC3)cc2)cc1 | -1.8 | -4.6 | 17.3 | 17.1 | -5.7 | 2.4 | 1.1 | 5.3 | -0.9 | -18.3 | -5.2 |
| CN(Cc1c(F)cccc1Cl)C(=O)C1=CC=CN2CCS(=O)(=O)N=C12 | -0.5 | 3.5 | 13.1 | -2.8 | 11.1 | -2.2 | 4.6 | -2.9 | -1.2 | -11.5 | 7.2 |
| CCN(CC)c1cccc(OC(=O)c2cccnc2Cl)c1 | 6.7 | 4.5 | 1.5 | -37.7 | 7.7 | 1.3 | -6.7 | 26.8 | -0.2 | 13.4 | -1.5 |
| Cc1cc(S(=O)(=O)NC2CCCCC2)ccc1-n1cnnn1 | -0.1 | -2.6 | 11.3 | 22.2 | 0.5 | 2.7 | 16.5 | -0.5 | -1.7 | -10.8 | -3.9 |
| Cc1nn(-c2ccccc2)c(C)c1-c1nnc(C(F)(F)F)o1 | 0.4 | -1.8 | -13.0 | 6.2 | -10.2 | -12.4 | 5.5 | 5.4 | 0.1 | 13.8 | -10.1 |
| O=C(COC(=O)Cc1cccc(C(F)(F)F)c1)NC(=O)NC1CCCC1 | -13.1 | 16.3 | 13.4 | 6.2 | 12.5 | 5.3 | 4.0 | -6.7 | 8.3* | -50.0 | 8.6 |
| COc1ccc(NC(=O)[C@H](C)NC(=O)[C@@H]2Cc3ccccc3CN2C(=O)OC(C)(C)C)cc1 | -2.7 | 12.1 | -1.6 | -15.5 | -10.1 | -1.7 | 0.2 | -12.9 | -2.9 | -11.5 | -7.9 |
| COc1ccc(CCNC(=O)c2ccccc2OCc2ccccc2)cc1 | 5.3 | -3.2 | 3.0 | 6.5 | -10.3 | 7.6 | -8.9 | 1.8 | -2.2 | 11.3 | -0.3 |
| Cc1ccc2nc(SCC(=O)N(CC(C)C)c3c(N)n(Cc4ccccc4)c(=O)[nH]c3=O)[nH]c2c1 | 9.4 | 4.0 | -2.3 | -11.9 | 5.9 | 1.7 | -5.0 | -0.5 | 1.5 | -23.7 | -7.5 |
| CNC(=S)/N=C/NOCc1ccc(Cl)cc1Cl | 11.1 | 7.6 | 22.8 | 11.6 | 36.0 | -1.1 | 1.1 | -1.6 | -1.2 | 2.1 | 1.8 |
| Cc1nnsc1-c1nnc(SCC(=O)c2ccc(C#N)cc2)n1C1CC1 | -14.1 | -14.8 | -13.3 | 19.4 | -7.5 | -7.9 | 0.7 | 1.2 | -2.0 | 2.8 | 2.5 |
| Cn1c(=O)c2ncn(C)c2n(C)c1=O | 3.5 | 9.5 | 0.1 | -10.9 | -1.1 | 5.1 | -0.7 | -8.6 | 1.1 | -4.0 | 6.0 |
| Cc1nc2sc(C(=O)O)c(N)c2c2c1COC(C)(C)C2 | 3.3 | 4.7 | -9.3 | -8.5 | 6.5 | -17.9 | 7.4 | 5.2 | -1.6 | 5.0 | -5.0 |
| CCCCC(C(=O)NC(C)(C)C)N(Cc1ccco1)C(=O)c1snc(C(N)=O)c1N (stereo unspecified) | -4.2 | 3.1 | 12.5 | 14.7 | 16.9 | 1.9 | 7.4 | -8.6 | 0.5 | 0.6 | -9.4 |
| CC1CCN(C(=O)c2ccc(NC3=C(Cl)C(=O)N(Cc4ccccc4)C3=O)cc2)CC1 | -5.5 | -1.6 | 10.4 | -9.4 | -13.5 | -3.2 | 16.1 | 6.0 | -2.7 | -3.8 | 3.6 |
| Cc1ccc(NC(=O)COC(=O)CCc2nc3ccccc3c(=O)[nH]2)c(Br)c1 | 0.9 | 5.0 | 7.2 | -13.2 | 9.2 | -8.6 | 21.7 | 4.2 | 1.0 | -19.3 | 0.0 |
| COc1ccc(-c2cc(C(F)(F)F)nc(SCC(=O)NCCCN3CCOCC3)n2)cc1 | 6.0 | 1.8 | -14.0 | -3.3 | -10.2 | 4.0 | -1.8 | -4.0 | 3.2 | 19.2 | -3.4 |
| CC1CCC(CC(=O)O)(C(=O)O)CC1 (stereo unspecified) | 2.2 | 6.6 | 2.2 | -28.8 | 3.5 | 3.8 | 1.5 | 0.7 | -2.7 | -3.0 | -7.3 |
| COC(=O)c1cc(NC(=O)c2cc(-c3ccccc3Cl)oc2C(F)(F)F)ccc1N1CCOCC1 | -1.8 | 8.4 | 0.6 | -1.7 | 10.2 | -4.5 | 9.9 | -11.0 | 0.0 | 1.3 | -1.7 |
| CCN(C(=O)COC(=O)C1CCN(S(=O)(=O)c2ccc(C)c(C)c2)CC1)C1CCCCC1 | 5.1 | 9.1 | 11.8 | 5.4 | 4.2 | -7.3 | 3.6 | -4.3 | 0.2 | -1.0 | -12.4 |
| Cc1ccc(/C=C2/SC(=S)N(CC(=O)Nc3ncc(Cc4ccc(C)cc4)s3)C2=O)cc1 | -20.7 | -3.5 | -0.9 | 0.5 | -13.2 | -4.4 | 1.9 | -9.6 | -0.7 | -4.4 | 0.7 |
| CSc1nc(C)c(CCOC(=O)c2cccc(C)c2)c(=O)[nH]1 | 4.0 | -11.1 | -28.1 | 9.9 | 4.0 | -1.8 | -0.1 | 7.4 | -2.7 | 2.1 | -2.4 |
| O=C(Nc1nc(-c2ccccn2)cs1)c1ccco1 | -7.5 | -12.0 | -9.4 | 5.1 | -1.9 | -3.8 | -1.8 | 9.7 | -2.9 | -19.7 | -6.1 |

Compound activity: PubChem, several laboratories

This is a subset; count on the stated rates, not on these rows.
